Screening results from PubChem BioAssay.
HT1080 viability – cytotoxicity in HT1080 fibrosarcoma cells, cell-based, fluorescence readout (AID 620). cytotoxicity, % at 10 µM, or EC50 in µM where a hit was titrated. 87,000 tested, 0.42% active. HT1080 viability, fluorescence; higher % means a stronger effect;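 also: cells exposed to compound overnight then 4 h with Alamar Blue; 0% = vehicle DMSO and 100% = killing control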
LYP phosphatase – LYP phosphatase inhibitors, primary screen, biochemical, DiFMUP fluorescence, recombinant catalytic domain, 10 µM (AID 606) | Tyrosine-protein phosphatase non-receptor type 22 (Homo sapiens) | recombinant LYP catalytic domain, DiFMUP fluorescence; higher % means a stronger effect | one-dose inhibition, % at 10 µM; IC50 in µM for titrated hits | 52,000 tested, under 10 active;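 active = IC50 under 40 µM in the dose-response test; inactive = IC50 of 40 µM or more, or never dose-tested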
Bfl-1 displacement – Bfl-1 inhibitors, primary screen, biochemical, fluorescence polarization, FITC-Bid, mouse (AID 432). Bcl-2-related protein A1 (Mus musculus). FITC-Bid BH3 peptide fluorescence polarization displacement; higher % means a stronger effect. one-dose displacement, % at 20 µM; IC50 in µM for titrated hits. 64,000 tested, 0.02% active; in the data active = a potency from the dose series; inactive = the rest, 99 in 100 with displacement below about 15%; also: strong numbers were not always called active
HPDE-C7K KRASV12 – cytotoxicity in KRAS-transformed pancreatic duct cells, primary screen, cell-based, fluorescence, HTS (AID 431). HPDE-C7K KRASV12 cells, Alamar Blue viability, 48 h; higher % means a stronger effect. cytotoxicity, % at 10 µM; hits with a dose series show EC50 in µM. 63,000 tested, 1.7% active;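 active = compounds whose percent cytotoxicity in the single-dose primary screen, scaled between solvent and toxic-drug controls, exceeds 50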;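 also: 0% = DMSO solvent wells and 100% = doxorubicin-treated wells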
TNAP inhibition – human TNAP enzyme inhibitors, biochemical, luminescent (AID 518). Alkaline phosphatase, tissue-nonspecific isozyme (Homo sapiens). purified TNAP enzyme, luminescent substrate readout; higher % means a stronger effect. inhibition, % at 20 µM; hits with a dose series show IC50 in µM. 64,000 tested, 0.09% active; in the data active = a potency from the dose series; inactive = the rest, 99 in 100 with inhibition below about 22%;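 also: plate controls were vehicle for no effect and reference inhibitor for full effect; many of its hits are not listed in these tables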
PMK inhibit – S. pneumoniae PMK inhibitors, primary screen, biochemical, mevalonate pathway, pilot trial included; phosphomevalonate kinase (Streptococcus pneumoniae D39); purified PMK, PK/LDH-coupled NADH absorbance 340 nm; inhibition, % at 10 µM; 65,000 tested, 0.49% active;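 active = top-ranked compounds by inhibition in the single 10 µM screen, taking a fixed number of the strongest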;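 also: 0% = full reaction with DMSO carrier and 100% = background rate without enzyme reaction; no value below 0 was filed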
Spn MK inh – S. pneumoniae MK inhibitors, primary screen, biochemical, PK/LDH-coupled NADH absorbance; mevalonate kinase [Streptococcus pneumoniae D39]; purified MK, PK/LDH-coupled NADH absorbance 340 nm; inhibition, % at 10 µM; 65,000 tested, 0.48% active;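 active = ranked among the strongest by inhibition in the single 10 µM screen, a fixed top-ranked set picked for dose follow-up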; also: no value below 0 was filed
HPDE-C7 viability – cytotoxicity in HPDE-C7 cells, cell-based, fluorescence, HTS (AID 430); HPDE-C7 pancreatic duct cells viability, fluorescence; higher % means a stronger effect; cytotoxicity, % at 10 µM, or EC50 in µM where a hit was titrated; 63,000 tested, 1.8% active;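 also: cells exposed to compound for 48 hours before viability readout; 0% = vehicle and 100% = reference cytotoxic drug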
DPM-DC inhibit – S. pneumoniae DPM-DC inhibitors, primary screen, biochemical, PK/LDH-coupled NADH fluorescence; purified DPM-DC; AID 556, 2006; 65,000 tested, 0.49% active; calls only at 10 µM; diphosphomevalonate decarboxylase (Streptococcus pneumoniae D39);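 active = the 320 compounds with the highest percent inhibition in the single-dose primary screen, excluding strongly autofluorescent ones, cut at about 32% in these data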;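 also: kinetic rate of NADH fluorescence loss reporting ADP formed by the decarboxylase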
PMK inhibit pilot replicates – further read-out of PMK inhibit, marked with its call; inhibition, %; measured here: pilot screen replicates
Spn MK inh pilot replicates – further read-out of Spn MK inh, marked with its call; inhibition, %; measured here: pilot screen replicates
DPM-DC inhibit pilot screen % – further read-out of DPM-DC inhibit, marked with its call; inhibition, %; measured here: pilot screen trials
* = called active by the depositor; i = inactive; nt = no result given. Rule as the data show it, unless noted: active = cytotoxicity above about 50%; inactive = the rest.

SMILES	HT1080 viability	LYP phosphatase	Bfl-1 displacement	HPDE-C7K KRASV12	TNAP inhibition	PMK inhibit	Spn MK inh	HPDE-C7 viability	DPM-DC inhibit	others
CCSC1=C(C#N)C2(CCCC2)C(C#N)=C(N)N1	-4%	7%	-10%	19%	14%	11	8	-2%	i
O=C(NC1CCCCC1)N1CCC(c2nc(-c3ccc(S(=O)(=O)N4CCCC4)cc3)no2)CC1	-9%	6%	8%	-14%	10%	7	3	-10%	i
Cc1ccc2cc(CCNC(=O)C(C)(C)C)c(=O)[nH]c2c1	-5%	0%	7%	-3%	1%	7	0	2%	i
CCc1cc2c(=O)c(Oc3ccccc3)c(C)oc2cc1O	1%	17%	-1%	2%	13%	0	4	4%	nt
Cc1c(NC(=O)c2cc(-c3ccccc3)on2)c(=O)n(-c2ccccc2)n1C	4%	-4%	-5%	4%	7%	11	6	-5%	i
O=C(CC1NC2CCCCC2NC1=O)Nc1cccc(C(F)(F)F)c1 (stereo unspecified)	8%	19%	-8%	1%	8%	9	10	-4%	i
CCOC(=O)C1CCN(C(=O)c2oc3ccc(S(=O)(=O)N4CCCCCC4)cc3c2C)CC1	nt	nt	1%	0%	8%	7	12	-3%	i
CC(=O)N1CC2(C)CN(C(C)=O)CC(C)(C1)C2=O	4%	4%	-2%	-14%	6%	4	4	-12%	i
O=C(NS(=O)(=O)c1ccccc1Cl)c1ccc[nH]1	-1%	-16%	-10%	-18%	10%	2	5	-38%	i
COc1ccc(OC)c(S(=O)(=O)n2nnc3cc(Cl)ccc32)c1	-1%	5%	-12%	1%	12%	19	0	-6%	i
COc1cccc(C(=O)Nc2ccc(C)cc2)c1	8%	8%	1%	4%	17%	0	8	-2%	i	PMK inhibit pilot replicates=0.0;Spn MK inh pilot replicates=0.0;DPM-DC inhibit pilot screen %=0.0
FC(F)(F)c1ccc(N2CCOCC2)c(Nc2nc3ccccc3n3cnnc23)c1	2%	-4%	-2%	6µM*	4%	2	4	5.9µM*	i
N#Cc1ccccc1CSc1nc2ncc(Br)cc2[nH]1	-1%	11%	-8%	-10%	12%	11	0	1%	i
Cc1cccc(N/C(N)=N/c2nc3c(c(=O)[nH]2)CCCC3)c1	12%	15%	4%	nt	-14%	0	6	nt	i
COC(=O)c1ccccc1NS(=O)(=O)c1ccc2c3c(cccc13)C(=O)N2	5%	8%	-5%	20%	12%	15	6	24%	i
O=C(Nc1ccc2c(c1)OCO2)C1CCCN(S(=O)(=O)c2cccs2)C1 (stereo unspecified)	4%	11%	-4%	0%	8%	9	5	-16%	i
O=C(c1ccco1)N(Cc1cc2ccccc2[nH]c1=O)C1CCCCC1	-4%	nt	-16%	1%	7%	6	10	-5%	i	PMK inhibit pilot replicates=0.0;Spn MK inh pilot replicates=0.5;DPM-DC inhibit pilot screen %=0.0
CC1=C(C(=O)Nc2cccc(C)n2)C(c2ccc3c(c2)OCO3)C2=C(CC(c3ccco3)CC2=O)N1 (stereo unspecified)	0%	3%	-4%	7%	1%	3	1	5%	i
Cn1nnnc1SCC(=O)NC(=O)NCc1ccccc1	-5%	nt	12%	4%	1%	0	0	-6%	i
CCOC(=O)N1CCC(NC(=O)c2csc3c2CCCC3)CC1	-4%	13%	-2%	-2%	4%	20	6	-14%	i
Cc1cc(C)cc(Nc2cc(=O)n(C3CCCCC3)c(=O)[nH]2)c1	3%	7%	-9%	5%	-2%	11	0	-12%	i
O=C(CCn1c(=O)c2ccccc2n(CC(=O)NCCC2=CCCCC2)c1=O)NCc1ccco1	19%	-3%	1%	-1%	21%	13	0	2%	i	PMK inhibit pilot replicates=2.5;Spn MK inh pilot replicates=1.5;DPM-DC inhibit pilot screen %=1.5
Cn1c(=O)n(Cc2ccccc2F)c2ccccc21	0%	-4%	-1%	-5%	-3%	1	7	0%	i
CCOC(=O)/C(C#N)=C1\Nc2ccccc2N=C1N(CC(C)C)CC(C)C	17%	3%	2%	-6%	29%	5	12	-31%	i	PMK inhibit pilot replicates=5.0;Spn MK inh pilot replicates=0.5;DPM-DC inhibit pilot screen %=1.5
CCCNC(=O)CS(=O)Cc1nc(-c2ccc(OC)cc2)oc1C (stereo unspecified)	0%	4%	-10%	9%	8%	5	6	7%	i
(cont.)
SMILES	HT1080 viability	LYP phosphatase	Bfl-1 displacement	HPDE-C7K KRASV12	TNAP inhibition	PMK inhibit	Spn MK inh	HPDE-C7 viability	DPM-DC inhibit	others
COc1ccc(-c2nnc3c4ccccc4c(C)nn23)cc1S(=O)(=O)N1CCN(CCO)CC1	4%	nt	19%	17%	12%	7	10	-1%	i
COC(=O)c1ccccc1NC(=O)c1cc(-c2cccs2)on1	-8%	-2%	-2%	nt	10%	15	8	nt	i
N#Cc1nc(COc2ccc(Cl)cc2)oc1N1CCN(Cc2ccccc2)CC1	9%	12%	-2%	16%	8%	2	13	13%	i
CC(C)(CNS(=O)(=O)c1ccc(F)cc1)CNS(=O)(=O)c1ccc(F)cc1	9%	12%	-4%	2%	11%	3	11	-3%	i
CCCCOC(=O)CSc1nc(N)c(C#N)c(-c2ccc(OC)cc2)c1C#N	29%	-1%	-1%	-26%	5%	5	7	-16%	i
COC(=O)C1=C(N)Oc2cc(C)n(C)c(=O)c2C1c1ccc(Cl)cc1 (stereo unspecified)	-14%	16%	-2%	3%	10%	7	13	-8%	i
Cn1c(=O)c(C(=O)CN2CCCc3ccccc32)c(N)n(Cc2ccccc2)c1=O	2%	-9%	4%	10%	6%	8	0	11%	i
CCOC(=O)COc1ccc(S(=O)(=O)N2CCc3ccccc3C2)cc1	-7%	nt	-9%	2%	12%	4	2	10%	i	PMK inhibit pilot replicates=5.5;Spn MK inh pilot replicates=3.0;DPM-DC inhibit pilot screen %=2.5
CC/C(=N\O)c1ccc(OC)c(OC)c1	-8%	3%	-3%	-2%	-2%	2	2	-4%	i
COC(=O)c1oc2ccc(Br)cc2c1NC(=O)CN1CCN(C)CC1	-6%	12%	-3%	2%	14%	12	7	4%	i	PMK inhibit pilot replicates=0.0;Spn MK inh pilot replicates=1.0;DPM-DC inhibit pilot screen %=0.0
O=C1c2ccccc2C(=O)N1CCSc1nncs1	-1%	-10%	-1%	-7%	5%	16	4	-8%	i
COc1ccc2c(c1)[nH]c1c(=O)n(CCc3cnc[nH]3)cnc12	31%	8%	-5%	-19%	15%	7	0	-26%	i
COc1ccc(CCNC(=O)C2CCN(S(C)(=O)=O)CC2)cc1OC	7%	3%	0%	5%	9%	2	14	5%	i
O=C(CN1C(=O)c2cccc3cccc1c23)NCC1CCCO1 (stereo unspecified)	5%	-2%	-6%	1%	15%	1	6	-14%	i	PMK inhibit pilot replicates=3.0;Spn MK inh pilot replicates=14;DPM-DC inhibit pilot screen %=16
Cc1cc(CC(C)C)n(-c2nc3ccccc3c(=O)n2OCC(N)=O)n1	-8%	3%	-2%	-11%	3%	15	12	-4%	i
Cc1ccnc(N(C(=O)c2cccs2)C(=O)c2cccs2)c1	0%	16%	-6%	-1%	9%	0	0	1%	i
CCOC(=O)C1CCCN(c2c(NCc3ccco3)c(=O)c2=O)C1 (stereo unspecified)	-2%	12%	4%	2%	14%	5	0	1%	i	PMK inhibit pilot replicates=0.0;Spn MK inh pilot replicates=2.0;DPM-DC inhibit pilot screen %=0.0
CN(CC(=O)NC1CCCCC1)S(=O)(=O)c1ccc(Cl)cc1	4%	10%	-3%	-5%	-2%	0	11	-8%	i
COc1cc(C(=O)Nc2ccc(-n3cnnn3)c(C)c2)cc(OC)c1OC	4%	nt	-10%	-9%	2%	12	10	-19%	i	PMK inhibit pilot replicates=1.5;Spn MK inh pilot replicates=0.0;DPM-DC inhibit pilot screen %=0.0
O=C(CCSCCc1ccccn1)Nc1ccccn1	44%	nt	7%	-8%	7%	16	0	-4%	i
Cc1ccnc2ccc(-c3nc4ccccc4o3)cc12	-4%	8%	-11%	-4%	-1%	11	0	-8%	nt
CCOC(=O)c1ccc(NC(=O)Nc2ccc3c4c(cccc24)C(=O)N3CC)cc1	nt	nt	-19%	-3%	18%	15	0	-9%	i
CC(=O)N(CCP(=O)(c1ccccc1)c1ccccc1)Cc1ccco1	4%	-5%	3%	-24%	7%	0	7	-10%	i
CCc1nc(NCC2CCCN2CC)c2nnn(Cc3ccccc3F)c2n1 (stereo unspecified)	31%	nt	-4%	-2%	5%	8	6	6%	i
O=C(CSCCO)Nc1cccc2ccccc12	nt	12%	3%	-9%	5%	4	9	-7%	i
Carrying on.
SMILES	HT1080 viability	LYP phosphatase	Bfl-1 displacement	HPDE-C7K KRASV12	TNAP inhibition	PMK inhibit	Spn MK inh	HPDE-C7 viability	DPM-DC inhibit	others
CCn1c(COc2ccccc2C)nnc1SCC(=O)CC(=O)Nc1ccccc1	2%	nt	-5%	-11%	10%	9	3	-24%	i
COCCNC(=O)CN1C(=O)COc2ccc(Cl)cc21	-4%	9%	-5%	-19%	5%	20	17	-21%	i
COc1ccc(C2(O)CCN(CCCCOc3ccccc3)CC2)cc1	-8%	16%	-5%	14%	4%	10	2	11%	i
Cc1cc(-n2c(=O)c(C#N)cc3c(=O)n4cccc(C)c4nc32)no1	-6%	14%	-1%	nt	4%	0	7	nt	nt
CCC(Sc1nc(=O)cc(N)n1-c1ccccc1)C(=O)Nc1cc(C)on1 (stereo unspecified)	0%	-1%	0%	-4%	1%	11	9	1%	i
O=C(CN1CCOc2ccccc21)NCc1ccco1	-2%	-15%	6%	-12%	5%	0	3	-9%	i
COc1cc2cc(CN(C(=O)Nc3ccccc3)C3CCCC3)c(=O)[nH]c2cc1OC	-1%	nt	-3%	-17%	10%	11	0	-10%	nt
CCOc1ccc(NC(=O)N2CC=C(n3c(=O)[nH]c4ccccc43)CC2)cc1	-2%	0%	-3%	13%	12%	12	0	5%	i
CCOc1nc(C)ccc1-c1noc(-c2ccncc2)n1	-1%	17%	0%	7%	11%	0	8	-4%	i
CC(=O)C1=C(C)NC(SCC(=O)c2ccc(F)cc2)=C(C#N)C1c1ccco1 (stereo unspecified)	-8%	15%	-5%	90%*	12%	0	9	80%*	i

Not a retest: an excerpt of the list.
SMILES	HT1080 viability	LYP phosphatase	Bfl-1 displacement	HPDE-C7K KRASV12	TNAP inhibition	PMK inhibit	Spn MK inh	HPDE-C7 viability	DPM-DC inhibit	others
COc1cc2cc(CN(C(=O)Nc3ccccc3)C3CCCC3)c(=O)[nH]c2cc1OC	-1%	nt	-3%	-17%	10%	11	0	-10%	nt
CCOc1ccc(NC(=O)N2CC=C(n3c(=O)[nH]c4ccccc43)CC2)cc1	-2%	0%	-3%	13%	12%	12	0	5%	i
CCOc1nc(C)ccc1-c1noc(-c2ccncc2)n1	-1%	17%	0%	7%	11%	0	8	-4%	i
CC(=O)C1=C(C)NC(SCC(=O)c2ccc(F)cc2)=C(C#N)C1c1ccco1 (stereo unspecified)	-8%	15%	-5%	90%*	12%	0	9	80%*	i
